Bioassay records: PubChem, several laboratories
PREPL inh – PREPL enzyme inhibitors, primary screen, biochemical, fluorescence polarization; Prolyl endopeptidase-like (Homo sapiens), Q4J6C6; recombinant PREPL, fluorescence polarization activity-based probe; inhibition, % at 5.96 µM; 320,000 tested, 0.68% active; AID 2751, 2010; in the data active = inhibition above about 43%;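 also: 0% = enzyme with DMSO and 100% = wells lacking enzyme; many of its hits are not listed in these tables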
HCV core dimer – inhibitors of HCV core protein dimerization, primary screen, biochemical, TR-FRET, high-throughput | TR-FRET GST/Flag-core106 dimerization, 1536-well | inhibition, % at 5 µM | 300,000 tested, 0.33% active;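 active = inhibition above the mean of all tested compounds plus 3 SD, set per screening campaign, cut at about 45% in these data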
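Test system: GST/Flag-tagged HCV core106 proteins; Medium: KF-containing HEPES buffer, pH 7.45, DTT, CHAPS, BSA; Times: compound-protein-antibody incubation 4 h at 22.5 °C; Detection: TR-FRET 671 and 617 nm emission; Benchmarks: wells lacking GST-core106 and wells with excess unlabelled core106.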
PP5 inh – PP5 phosphatase inhibitors, primary screen, biochemical, fluorescence | purified PP5c, OMFP substrate fluorescence | inhibition, % at 6.7 µM | 320,000 tested, 0.18% active | AID 1987, 2009;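 active = inhibition above the campaign's mean inhibition across all tested compounds plus 3 SD, cut at about 9.5% in these data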;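 also: 0% = DMSO only and 100% = 100 µM cantharidin control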
Target sequence (P53041 whole entry, looked up): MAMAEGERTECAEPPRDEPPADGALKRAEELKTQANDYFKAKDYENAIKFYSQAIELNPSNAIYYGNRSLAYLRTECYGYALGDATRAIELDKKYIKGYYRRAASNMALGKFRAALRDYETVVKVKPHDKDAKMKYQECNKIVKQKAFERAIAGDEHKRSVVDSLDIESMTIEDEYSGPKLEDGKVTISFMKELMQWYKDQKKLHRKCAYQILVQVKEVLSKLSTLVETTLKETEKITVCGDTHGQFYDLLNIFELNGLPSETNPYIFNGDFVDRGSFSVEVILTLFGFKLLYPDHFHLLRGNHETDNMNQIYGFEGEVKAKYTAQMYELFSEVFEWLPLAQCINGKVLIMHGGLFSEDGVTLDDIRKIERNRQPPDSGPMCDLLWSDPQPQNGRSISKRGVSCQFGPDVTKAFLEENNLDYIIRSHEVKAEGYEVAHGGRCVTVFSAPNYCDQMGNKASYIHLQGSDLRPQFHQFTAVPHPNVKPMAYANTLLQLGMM
PP1 inh – PP1-alpha phosphatase inhibitors, primary screen, counter-screen for PP5 inhibitor project, biochemical, fluorescence, OMFP substrate, single point. Serine/threonine-protein phosphatase PP1-alpha catalytic subunit (Homo sapiens), P62136. purified PP1alpha. inhibition, % at 6.7 µM. 320,000 tested, 0.9% active. AID 2235, 2010;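 active = inhibition above the mean inhibition of all tested compounds plus 3 SD, computed separately for each screening campaign, cut at about 15% in these data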
Target sequence (P62136 whole entry, looked up): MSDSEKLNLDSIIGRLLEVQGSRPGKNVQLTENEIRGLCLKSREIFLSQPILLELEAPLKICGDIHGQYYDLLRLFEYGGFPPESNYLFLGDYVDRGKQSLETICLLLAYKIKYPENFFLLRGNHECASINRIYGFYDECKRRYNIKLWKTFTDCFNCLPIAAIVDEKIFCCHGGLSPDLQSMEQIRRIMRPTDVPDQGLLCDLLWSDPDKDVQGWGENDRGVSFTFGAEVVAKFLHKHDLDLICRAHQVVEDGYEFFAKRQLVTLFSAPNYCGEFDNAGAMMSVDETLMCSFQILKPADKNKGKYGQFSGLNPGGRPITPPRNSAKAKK
TPT1 inhibitor – Candida albicans TPT1 enzyme inhibitors, primary screen, biochemical, fluorescence polarization. AID 1962, 2009. recombinant caTPT1, FP RNA substrate dephosphorylation. inhibition, % at 5 µM. 300,000 tested, 0.81% active;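 active = inhibition above the mean of all tested compounds plus 3 SD, set per screening campaign, cut at about 24% in these data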;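 also: plate controls were DMSO alone for no effect and ferristatin control at 100 nM for full effect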
LYPLA2 counter – LYPLA2 inhibitors, primary screen, counter-screen for PME1 inhibitor project, biochemical, fluorescence polarization, FP-Rh probe ABPP; inhibition, % at 5.9 µM; AID 2177, 2009; 320,000 tested, 0.38% active; recombinant LYPLA2;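 active = inhibition above the screen-wide mean plus 3 SD, limit set per campaign, cut at about 26% in these data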;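 also: 0% = LYPLA2 with DMSO and 100% = wells lacking LYPLA2 enzyme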
Target sequence (O95372 whole entry, looked up): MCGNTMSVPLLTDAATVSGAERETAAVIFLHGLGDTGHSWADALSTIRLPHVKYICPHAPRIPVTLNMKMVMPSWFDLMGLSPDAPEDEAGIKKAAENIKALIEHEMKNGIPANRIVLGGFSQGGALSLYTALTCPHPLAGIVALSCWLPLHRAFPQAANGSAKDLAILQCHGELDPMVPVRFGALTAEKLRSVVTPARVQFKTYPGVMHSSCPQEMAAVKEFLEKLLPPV
Efflux pump mplx – inhibitors of Candida efflux pumps in yeast, primary screen, S. cerevisiae, Nile Red, multiplex; AID 485275, 2010; S. cerevisiae Candida pump triplex; inhibition, % at 10 µM; 330,000 tested, 0.44% active;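 active = plate passing quality check with inhibition over a set limit, or well fluorescence over plate mean plus 4 SD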;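 also: Nile Red retained in pooled yeast measured as flow cytometry median fluorescence; 0% = buffer negative control and 100% = Enniatin B positive control; higher means more Nile Red kept so more efflux inhibition; some compounds called inactive have numbers as strong as hits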
CTSL1 counter – Fasciola hepatica cathepsin L1 inhibitors, primary screen, counter-screen for PFM18AAP inhibitor project, biochemical, QFRET, fluorogenic peptide substrate; AID 1906, 2009; inhibition, % at 5.96 µM; recombinant F. hepatica cathepsin L1, Z-Leu-Arg-MCA fluorescence; 300,000 tested, 0.49% active;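 active = inhibition above the mean of all tested compounds plus 3 SD, set per screening campaign, cut at about 17% in these data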;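 also: 0% = plate median of test compound wells and 100% = 1 µM Z-Phe-Ala-diazomethylketone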
JMJD2C inh – inhibitors of GASC-1 histone demethylase, primary screen, biochemical, fluorescence, DELFIA europium. GST-JMJD2C(1-420) H3K9me3 demethylation. inhibition, % at 2.35 µM. 330,000 tested, 0.069% active. AID 2099, 2009;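 active = more than half of a compound's replicate wells show inhibition beyond 50%, single wells judged on their own value; inconclusive = some, but no more than half, of replicates pass 50% inhibition; inactive = no replicate passes 50% inhibition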;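 also: signal counts dimethyl H3K9 product captured on neutravidin plate; 0% = median of DMSO wells and 100% = 0.3 times that DMSO median; strong numbers were not always called active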
* marks the source's active call; other numbers are inactive results; i = inactive; ? = inconclusive; / = no result given; & = joins results of further samples. These rows are one share of the data; the hit share may differ from the screen's.

Below each SMILES – PREPL inh | HCV core dimer | PP5 inh | PP1 inh | TPT1 inhibitor | LYPLA2 counter | Efflux pump mplx | CTSL1 counter | JMJD2C inh
Cc1ccc(NCC(=O)N/N=C\c2ccc([N+](=O)[O-])o2)cc1
→ 9 | -2 | 0.4 | -2 | -2 | -1 | 0.0 | -1 | 7
O=C(CN1CCN(c2ccc(F)cc2)CC1)c1cccs1
→ 14 | 6 | -0.4 | -4 | 1 | 5 | -0.1 | -1 | 6
Cc1noc(C)c1COC(=O)c1cc2ccccc2cc1O
→ 3 | 3 | 0.9 | -1 | 4 | -2 | 0.0 | 0 | -2
COc1ccc(S(=O)(=O)N2CCCCC2)cc1C(=O)Nc1cc(C)on1
→ -6 | 2 | 1.4 | 3 | 0 | 3 | 0.1 | -3 | 8
CCN1CCN(c2nc3c(c(=O)[nH]c(=O)n3C)n2CCSc2nc3ccccc3s2)CC1
→ 40 | -7 | -2.1 | -4 | 3 | 1 | 0.0 | -2 | 6
O=C1CCCCCN1Cc1nnc(SCc2nc3ccccc3s2)n1-c1ccccn1
→ 18 | -1 | -1.0 | 2 | 0 | 5 | -0.1 | 1 | -2
O=C(NCC(=O)N(c1cccnc1)C(C(=O)NC1CCCC1)c1ccco1)c1cccs1 (stereo not given)
→ 1 | 4 | 2.3 | -1 | 1 | 3 | 0.1 | 4 | 5
OC12CCCCC1C(c1ccc3c(c1)OCO3)N(Cc1ccccc1F)CC2 (stereo not given)
→ -18 | 0 | 2.9 | 5 | 1 | 1 | -0.1 | 1 | 10
O=C(c1cccnc1)N1N=C(C2CC2)CC1(O)C(F)(F)F (stereo not given)
→ -8 | 5 | 2.7 | -6 | 0 | -5 | -0.3 | 1 | 4
CC(C)CCNC(=O)C1c2ccccc2Oc2ccccc21
→ -1 | 2 | 5.1 | 0 | 3 | 5 | 0.1 | 3 | -1
CCOC(=O)c1sc(NC(=S)NC(=O)c2ccc(OC)cc2)nc1C
→ 4 | 2 | -0.3 | -2 | -3 | 1 | 0.0 | 1 | 2
OCc1c(OCc2cccc(F)c2)ccc2ccccc12
→ -2 | 0 | 5.3 | 3 | -2 | 4 | 0.6 | 2 | 21
CCOc1ccccc1NC(=O)CSc1nnc(CNC(=O)c2c(F)cccc2Cl)o1
→ 6 | -3 | 1.4 | -1 | -2 | 0 | 0.0 | -5 | -3
Cc1ccccc1C(=O)c1cccn1CC(=O)N1CCCCCC1
→ 4 | -2 | -1.1 | -2 | 0 | -4 | -0.1 | -1 | 1
O=C(Nc1ccc(NC(=O)c2cccs2)c(Cl)c1)c1cccs1
→ -2 | 3 | 1.6 | -1 | -1 | -16 | -0.3 | 1 | 5
O=c1c(Cc2ccccc2)c(O)nc2n1CCCS2
→ 4 | 0 | 3.0 | 0 | -2 | -3 | 0.1 | -3 | 4
COC(=O)CC#N
→ -1 | / | 1.8 | -5 | / | 1 | -0.2 | / | 19
Cc1cccc(NC(=O)C2CCN(S(=O)(=O)c3cccc4cccnc34)CC2)c1
→ 11 | 7 | 2.1 | -1 | 0 | 3 | -0.2 | -1 | 7
COCCN1C(=O)N(c2cccc(C)c2)C(=O)C1CC(=O)Nc1cc(OC)cc(OC)c1 (stereo not given)
→ 1 | -9 | 1.8 | 2 | 0 | -2 | -0.2 | -6 | 7
S=C(NCCc1ccccc1)NC1CCCCCC1
→ 4 | -2 | 2.2 | -1 | -4 | 5 | 0.0 | 2 | 0
CCOC(=O)C1CCN(C(=O)C2c3ccccc3C(=O)N(C)C2c2ccc(OC)cc2)CC1 (stereo not given)
→ -3 | -6 | 0.6 | 0 | -3 | 2 | 0.0 | 0 | -2&2
Cc1ccccc1-n1nnc2c(=O)oc3ccccc3c21
→ -3 | 3 | 2.5 | 2 | 0 | -2 | 0.1 | 1 | i
Cc1ccc2cc(CCNC(=O)c3cc4ccccc4o3)c(=O)[nH]c2c1C
→ -74 | 12 | 1.3 | 0 | -2 | 0 | -0.3 | -1 | 3
COc1cc2[nH]c(=S)nc(NCCc3ccc(S(N)(=O)=O)cc3)c2cc1OC
→ 8 | 4 | -2.4 | -2 | 0 | 0 | -0.2 | -1 | 1
S=C(NCc1ccncc1)Nc1ccc(Cl)cc1
→ -2 | -2 | -1.1 | 1 | -1 | 7 | -0.3 | 1 | 2
Cc1cc(C(=O)N2CCN(C/C=C/c3ccccc3)CC2)no1
→ 20 | -2 | 2.1 | -4 | -2 | 9 | -0.4 | -2 | -4
CCC(C)NC(=O)c1c(N)n(/N=C/c2cccnc2)c2nc3ccccc3nc12 (stereo not given)
→ 14 | 5 | 1.1 | -4 | -1 | -2 | 0.1 | 0 | 3
COc1ccc(S(=O)(=O)N2CCC(C(=O)NCCC(=O)Nc3ccc(Cl)cc3)CC2)cc1
→ 5 | -11 | 0.8 | 5 | -2 | 1 | -0.3 | 9 | 2
CC(=O)Nc1cccc(NC(C)=O)n1
→ 20 | 6 | -1.6 | -3 | -1 | 1 | 0.0 | -4 | 9
COc1ccc(C(=O)C2CCCN(C(=O)/C=C/c3cnc[nH]3)C2)c(C)c1 (stereo not given)
→ 2 | 0 | 2.9 | -10 | -2 | -2 | 1.1 | -7 | 12

Sorted by number of heavy atoms (descending): some entries from above
Below each SMILES – PREPL inh | HCV core dimer | PP5 inh | PP1 inh | TPT1 inhibitor | LYPLA2 counter | Efflux pump mplx | CTSL1 counter | JMJD2C inh
CCOC(=O)C1CCN(C(=O)C2c3ccccc3C(=O)N(C)C2c2ccc(OC)cc2)CC1 (stereo not given)
→ -3 | -6 | 0.6 | 0 | -3 | 2 | 0.0 | 0 | -2&2
O=C(NCC(=O)N(c1cccnc1)C(C(=O)NC1CCCC1)c1ccco1)c1cccs1 (stereo not given)
→ 1 | 4 | 2.3 | -1 | 1 | 3 | 0.1 | 4 | 5
CCC(C)NC(=O)c1c(N)n(/N=C/c2cccnc2)c2nc3ccccc3nc12 (stereo not given)
→ 14 | 5 | 1.1 | -4 | -1 | -2 | 0.1 | 0 | 3
Cc1ccccc1C(=O)c1cccn1CC(=O)N1CCCCCC1
→ 4 | -2 | -1.1 | -2 | 0 | -4 | -0.1 | -1 | 1
Cc1cc(C(=O)N2CCN(C/C=C/c3ccccc3)CC2)no1
→ 20 | -2 | 2.1 | -4 | -2 | 9 | -0.4 | -2 | -4
CC(C)CCNC(=O)C1c2ccccc2Oc2ccccc21
→ -1 | 2 | 5.1 | 0 | 3 | 5 | 0.1 | 3 | -1
O=C(CN1CCN(c2ccc(F)cc2)CC1)c1cccs1
→ 14 | 6 | -0.4 | -4 | 1 | 5 | -0.1 | -1 | 6
S=C(NCc1ccncc1)Nc1ccc(Cl)cc1
→ -2 | -2 | -1.1 | 1 | -1 | 7 | -0.3 | 1 | 2

New compounds follow
Below each SMILES – PREPL inh | HCV core dimer | PP5 inh | PP1 inh | TPT1 inhibitor | LYPLA2 counter | Efflux pump mplx | CTSL1 counter | JMJD2C inh
CCOC(=O)C1CCCN(C(=O)c2cc(=O)c3ccccc3o2)C1 (stereo not given)
→ 1 | 0 | -0.8 | -4 | -1 | -1 | -0.2 | -5 | -1
COc1ccc(OC)c(S(=O)(=O)N2CCC3(CC2)OCCN3S(=O)(=O)c2ccccc2)c1
→ 18 | -2 | 0.7 | -3 | 0 | 1 | 0.0 | -7 | 14
CC(=O)Nc1cccc(-c2cc(-c3c(Cl)cccc3Cl)no2)c1
→ -3 | -1 | 2.4 | -8 | -1 | 3 | 0.0 | 2 | -12
Cc1ccc(N(CN2C(=O)c3ccccc3C2=O)C(=O)c2ccc([N+](=O)[O-])cc2[N+](=O)[O-])cc1
→ -1 | 7 | 1.1 | 2 | -1 | 8 | -0.7 | -2 | 15
O=C(CCCO)N/N=C/c1cc(Br)ccc1O
→ 0 | -4 | 2.3 | -1 | -1 | -3 | -0.1 | -3 | ?
O=C(CSc1nc(O)cc(=O)n1-c1ccccc1)Nc1ccccn1
→ -3 | -3 | -0.2 | 4 | 2 | -8 | 0.0 | -1 | 0
Clc1ccc(C=NC23CN4CN(CN(C4)C2)C3)cc1
→ -28 | -8 | 2.5 | -2 | -5 | -1 | 0.1 | -2 | 1
Cc1ccc(-c2nn(-c3ccccc3)cc2NC(=O)c2ccccc2)cc1
→ -10 | 8 | 2.5 | 1 | 3 | -18 | -0.1 | -2 | 3
Cc1cccc(C)c1OCC(=O)Nc1ccncc1
→ -2 | -17 | -4.8 | 1 | -3 | 6 | -0.1 | 6 | 1
Cn1nc(C(F)(F)F)c(-c2cccc(C(F)(F)F)c2)c1NC(=O)c1nccnc1C(=O)O
→ -5 | 3 | 0.0 | -3 | -1 | -1 | -0.1 | 0 | 6
Cc1cc(N2CCN(C(=O)c3ccco3)CC2)n2nc(-c3cccc(Cl)c3)cc2n1
→ 11 | 5 | 4.8 | 9 | 1 | 1 | 0.0 | 3 | -16
CCNC(=S)N/N=C/c1sccc1C
→ 12 | -5 | -2.0 | -3 | -3 | 10 | -0.3 | 11 | 1
COc1cc2c(cc1OC)CN(C(=O)Nc1ccccc1)CC2
→ -8 | 5 | 2.3 | 1 | 1 | -1 | 0.0 | -2 | -6
Cc1cc(C)c(C(=O)COC(=O)c2cccc(S(=O)(=O)NCc3ccccc3)c2)cc1C
→ 7 | 1 | 6.1 | 8 | -2 | -47 | 0.5 | 2 | -2
COCC1CCN(C(=O)C2CCN(c3nc(-c4ccccc4)nc4c3CCC4)CC2)C1 (stereo not given)
→ 1 | 1 | 3.5 | -1 | 1 | 0 | 0.1 | 0 | -5
O=C(NCC1COCCO1)c1cc(COc2c(F)cccc2F)on1 (stereo not given)
→ 12 | -10 | 0.8 | -4 | 5 | -9 | 0.3 | 4 | -33
O=C(NCc1ccccc1Cl)C(=O)NCC1OCCN1S(=O)(=O)c1cccs1 (stereo not given)
→ 4 | -3 | 4.0 | 2 | -1 | 0 | -0.1 | -1 | 2
Cc1ccc(S(=O)(=O)N2CCN(c3nc(CN4CCCC4)nc4sc(C)c(C)c34)CC2)cc1
→ 25 | / | -1.7 | 19* | / | 5 | 0.1 | / | -4
CCOC(=O)c1c(C)nc2c(c1-c1ccccc1)C(=O)CCC2
→ -3 | -1 | 0.8 | 0 | -1 | -3 | 0.0 | 0 | 6
CCCN(CC(=O)Nc1ccccc1Br)CC(=O)Nc1ccc(F)c(F)c1F
→ -42 | -5 | 3.7 | 1 | -1 | -1 | 0.6 | 7 | 17
N#CCC(=O)NNC(=S)Nc1ccccc1C(F)(F)F
→ 2 | 2 | 0.0 | 1 | 0 | 15 | -0.2 | 4 | 2
